Screening results as filed in PubChem.
S-ASM inh: human S-ASM enzyme inhibition | Potency, µM (top dose mostly 57.5 µM), without a hit: at the top dose activity change, negative = inhibition, usual class: inhibitors | placental ASM, HMU-PC fluorogenic substrate, 60 min | AID 504937 | 340,000 compounds, 0.006% hits | P17405; note: potency is the fitted concentration of half-maximal effect
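qHTS format. ASM enzyme prepared from human placenta hydrolyses the fluorogenic substrate HMU-PC0 (9 uM final) over 60 min at 37 °C after a 10 min compound preincubation.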
Integrin act MD: integrin-mediated muscular dystrophy alleviation activation; Potency, µM (doses to about 38.3 µM), for inactives: top-dose activation, usual class: activators; alpha7betagal myoblasts, beta-gal FDG fluorescence, 48 h; 350,000 compounds, 0.064% hits;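 note: potency is the fitted concentration of half-maximal effect; 100% = response of the positive control SU9516; nearly all actives have a fitted effect of over 60% in size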
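Alpha7betagal+/- myoblasts (passage 13) were plated 16-24 hr, then exposed to compounds (1:260 dilution of DMSO stock) for 48 hours at 37C. After MPER lysis, β-galactosidase reporter activity was read as FDG fluorescence (ex 480/em 540) after 30 minutes.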
Giardia killer: kills Giardia lamblia; Giardia lamblia trophozoite viability; activity change, % at 7.66 µM, hits read low; 340,000 compounds, 0.15% hits; in the data active = activity change below about -80%; inconclusive = between about -30% and that limit;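 note: parasites exposed to compound for two days anaerobically before the ATP read; % is set by controls: 0 for no effect and ±100 for the full control effect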
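Each well holds 100 Giardia trophozoites and compound. After two days (48 hrs) at 37 deg C in anaerobic conditions, ATP is quantified by luminescence.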
PTAP TSG101 blk: blocks PTAP/TSG101 interaction to inhibit HIV-1 budding | Q99816 | Fluorescence polarization, FITC-PTAP peptide / Tsg101 binding | Potency, µM (titrated, usually from 115 µM), inactives show at the highest dose activity change, negative = inhibition, most hits filed as inhibitors | 340,000 tested, under 10 active; active = well fitted inhibition curve with a large enough effect in the main read-out, with a control signal flat, not every such curve was filed as active; inconclusive = small, poorly fitted or top-dose-only effect, or effect the other way, or a change in a side signal; inactive = no such curve, though single readings can be large or run the other way; note: potency is the fitted concentration of half-maximal effect; % of control where 0% means no effect
Target sequence (Q99816 whole entry, looked up): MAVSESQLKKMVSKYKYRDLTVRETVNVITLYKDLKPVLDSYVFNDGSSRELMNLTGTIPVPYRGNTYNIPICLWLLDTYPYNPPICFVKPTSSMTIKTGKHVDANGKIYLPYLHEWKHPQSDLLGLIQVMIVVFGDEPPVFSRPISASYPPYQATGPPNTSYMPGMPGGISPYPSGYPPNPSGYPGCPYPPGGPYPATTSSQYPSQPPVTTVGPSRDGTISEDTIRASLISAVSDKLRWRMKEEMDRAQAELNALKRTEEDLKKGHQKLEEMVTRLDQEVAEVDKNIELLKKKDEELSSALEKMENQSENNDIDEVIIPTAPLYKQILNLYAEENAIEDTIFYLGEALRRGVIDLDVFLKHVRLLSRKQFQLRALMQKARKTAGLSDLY
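Compounds were pin-transferred onto Tsg101 binding domain (10 uM final) in HEPES pH 7.5 buffer, then FITC-PTAP peptide was added at 50 nM final. After 20 min at RT, polarization reported peptide displacement across a qHTS concentration series.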
PKM2 activator: increases activity of human pyruvate kinase M2 | Potency, µM (titrated, usually from 57.5 µM), without a hit: top-dose activation, most hits filed as activators | AID 1631 | 260,000 compounds, 0.34% hits | purified PKM2, Kinase-Glo ATP luminescence, activation; response scale: 0% is enzyme alone, no compound; note: potency is the fitted concentration of half-maximal effect; % is set by controls: 0 for no effect and ±100 for the full control effect; nearly all actives have a fitted effect of over 55% in size
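Kinase-Glo luminescence reports ATP generated from ADP (0.1 mM) and PEP (0.5 mM) by purified hPK-M2 after 1 h at room temperature, pH 7.2 imidazole buffer; intermediate enzyme activity allows detecting inhibitors and activators.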
GALK inh: inhibitors of human galactokinase. Potency, µM (doses to about 57.5 µM), for inactives: at the top dose activity change, negative = inhibition, actives largely listed as inhibitors. 270,000 compounds, 0.007% hits. Purified GALK, Kinase-Glo residual ATP luminescence. P51570; note: potency is the fitted concentration of half-maximal effect; % is set by controls: 0 for no effect and ±100 for the full control effect
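Quantitative HTS: GALK 5 nM, ATP 35 uM, galactose 100 uM, 1 h room temperature, then luciferase-based ATP detection.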
FBPA coupling cs: counter-screen for Giardia aldolase inhibitors: coupling enzyme system. AID 2472. activity change, negative = inhibition, % at 58.2 µM, hits read low. 290,000 compounds, 0.67% hits. coupling enzyme system counterscreen, AmpLite Red fluorescence; in the data active = activity change below about -30%; note: % is set by controls: 0 for no effect and ±100 for the full control effect
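Activity here indicates interference with the coupling reaction, not aldolase inhibition. Compounds at 57.5 uM final met coupling enzymes for 10 min at RT; substrate and AmpLite Red detection followed, with a 525/598 nm fluorescence read after 20 min.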
Chronic BCR inh: chronic active BCR signaling inhibition; Potency, µM (top dose mostly 46.1 µM), without a hit: at the highest dose ratio change, negative = lower green/red ratio, usual class: inhibitors; ABC-DLBCL IkBa-CBG/CBR reporter, luminescence ratio, 4 h; 340,000 compounds, 0.05% hits; active = well fitted inhibition curve with a large enough effect in the signal ratio, with a control signal flat, not every such curve was filed as active; inconclusive = small, poorly fitted or top-dose-only effect, or effect the other way, or a change in a side signal; the % refers to the signal ratio;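 note: potency is the fitted concentration of half-maximal effect; plate controls were basal doxycycline-induced cells for no effect and cells given 10 µM MG132 for full effect; MG132 reads +100%, hits lower the ratio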
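TMD8 ABC-DLBCL cells carrying doxycycline-inducible green luciferase fused to IkappaBalpha plus unfused red luciferase were exposed to compounds (up to 46 uM) for 4 hrs at 37C. Activity came from the overlap-corrected green/red luminescence ratio.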
B2AR arrestin: agonists driving beta-arrestin recruitment to human beta2-adrenergic receptor; P07550; beta-arrestin recruitment to beta2AR, cell-based reporter; Potency, µM (top dose mostly 46.1 µM), without a hit: top-dose activation, hits mostly activators; 330,000 compounds, 0.02% hits;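 note: potency is the fitted concentration of half-maximal effect; 0% = DMSO controls and full agonism = EC100 isoproterenol or metaproterenol; nearly all actives have a fitted effect of over 65% in size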
Target sequence (P07550 whole entry, looked up): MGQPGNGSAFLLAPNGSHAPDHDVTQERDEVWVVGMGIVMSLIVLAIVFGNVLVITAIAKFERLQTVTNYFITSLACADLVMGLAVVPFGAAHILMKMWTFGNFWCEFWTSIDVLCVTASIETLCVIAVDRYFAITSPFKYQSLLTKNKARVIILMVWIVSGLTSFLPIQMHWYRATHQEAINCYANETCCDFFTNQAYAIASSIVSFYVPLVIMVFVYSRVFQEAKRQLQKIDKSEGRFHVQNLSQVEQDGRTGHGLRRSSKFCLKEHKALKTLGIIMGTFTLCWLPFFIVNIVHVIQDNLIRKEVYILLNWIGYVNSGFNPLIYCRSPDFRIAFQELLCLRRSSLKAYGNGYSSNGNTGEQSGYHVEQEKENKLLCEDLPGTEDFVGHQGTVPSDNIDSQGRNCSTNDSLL
Menin MLL FP TR: menin-MLL binding inhibition, Texas Red mutant peptide; O00255; Menin + Texas Red MLL mutant peptide, fluorescence polarization; Potency, µM (highest dose often 61.6 µM), for inactives: at the highest dose FP activity change, negative = inhibition, actives largely listed as inhibitors; 270,000 compounds, 0.23% hits; AID 1768; active = well fitted inhibition curve with a large enough effect in the polarisation, with a control signal flat, not every such curve was filed as active; inconclusive = small, poorly fitted or top-dose-only effect, or effect the other way, or a change in a side signal; inactive = no such curve, though single readings can be large or run the other way; the % refers to the polarisation; note: potency is the fitted concentration of half-maximal effect; % of control where 0% means no effect; many of its hits are not listed in these tables
Tb PFK inh: inhibitors of T. brucei phosphofructokinase. O15648. Potency, µM (series often up to 57.5 µM), for inactives: at the top dose activity, negative = inhibition, usual class: inhibitors. T. brucei PFK, ADP-Glo luminescence. 330,000 compounds, 0.17% hits;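 note: potency is the fitted concentration of half-maximal effect; 0% = uninhibited 1x PFK enzyme wells and -100% = no-enzyme wells; nearly all actives have a fitted effect of over 60% in size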
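Activity is normalized to no-enzyme wells (full inhibition) and 1.25 nM enzyme wells (no inhibition). Reaction: 0.5 mM F6P, 0.1 mM ATP, 45 min RT, ADP-Glo luminescence; concentration-response curves fitted and classed by quality.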
Starred values were filed as active, the others as inactive; i = inactive; u = inconclusive; x = not tested or not shown; [ ] = dose if it differs, or a comment. Unless noted, calls come from the whole dose curve; as a rule, active = well fitted curve in the direction sought with a large enough effect; inconclusive = small, poorly fitted or top-dose-only effect, or another doubt; inactive = no such curve, though single readings can be large; an effect the other way counts as inactive or inconclusive.

SMILES | S-ASM inh | Integrin act MD | Giardia killer | PTAP TSG101 blk | PKM2 activator | GALK inh | FBPA coupling cs | Chronic BCR inh | B2AR arrestin | Menin MLL FP TR | Tb PFK inh
Cc1ccc(C)n1N1C(=O)/C(=C\c2ccc(Cl)cc2)SC1=S | -12.7% | -11.8% | -4.8 | -2.8% | -3.7% | -1.1% | 5.0 | -2.0% | -0.3% | u | -0.5%
CCc1sc(N2C(=O)C3C4CCC(C4=C(C)C)C3C2=O)nc1-c1ccccc1 (stereo not given) | -3.6% | -10.8% | 5.5 | x | -2.3% | 1.0% | 0.3 | 6.7% | -0.1% | 0.2% | 0.8%
Cc1cc(Nc2ccc([N+](=O)[O-])cc2)c2ccccc2n1 | -3.2% | -4.2% | -4.4 | 0.4% | 0.0% | 0.0% | -1.6 | -15.4% | 0.3% | 15.3% | 0.0%
CC(C)OCCCNC(=O)c1cc2c(s1)CS(=O)(=O)C2 | -0.3% | -6.1% | -7.2 | 1.0% | 2.3% | 0.5% | -1.4 | 13.4% | 0.1% | 13.5% | -0.3%
Cc1cc(C)c2nc(N3CCN(C(=O)c4ccco4)CC3)sc2c1 | -3.6% | 13.8% | -1.4 | -0.1% | x | x | x | u | 0.1% | x | -1.1%
N#Cc1cc2c(nc1SCC(=O)O)CCCCC2 | 12.0% | -11.5% | -0.3 | -2.1% | -3.1% | -2.2% | 26.1 | 4.8% | -0.6% | x | -1.0%
COc1ccc(-n2ncc3c(NCCCN4CCOCC4)ncnc32)cc1 | 6.1% | 5.5% | -1.4 | -4.1% | 9.0% | -1.4% | -4.2 | 9.1% | -0.1% | -17.5% | 0.1%
CCCn1c(=N)c(C(=O)NCC2CCCO2)cc2c(=O)n3cccc(C)c3nc21 (stereo not given) | i | 0.0% | -7.4 | 0.5% | -4.9% | 7.2% | -0.3 | 3.5% | 0.3% | -3.2% | -5.4%
Cc1ccc2nc(C)/c(=N\O)c(C)nc2c1 | 3.2% | -13.7% | -0.1 | -6.2% | 0.2% | 1.4% | x | u | 0.2% | 4.9% | -5.6%
Cc1cccc(-n2ncc3c(NCc4ccccn4)ncnc32)c1 | -1.5% | 11.7% | 18.6 | -5.7% | -0.2% | -2.7% | -2.7 | u | -1.7% | 15.8% | 0.6%
C/C=C1\C(OC2OC(CO)C(O)C(O)C2O)OC=C(C(=O)OC)C1CC(=O)OCC1C(C)C(OC(=O)CC2C(C(=O)OC)=COC(OC3OC(CO)C(O)C(O)C3O)/C2=C\C)CC1C(CO)CO (stereo not given) | -1.7% | -10.0% | -3.4 | 0.2% | 8.3% | 1.7% | 1.2 | u | 0.5% | 8.2% | -6.7%
Cc1ccc(C(=O)c2c(NC(=O)c3cccnc3)sc3c2CCCC3)cc1 | -19.2% | 0.0% | 11.0 | -5.9% | -0.3% | -2.7% | 1.8 | 1.9% | 0.1% | -25.6% | 1.6%
O=C(c1cccs1)N1CCCC(c2nc3c(nnn3Cc3ccccc3Cl)c(=O)[nH]2)C1 (stereo not given) | -1.0% | 0.0% | -6.6 | -6.8% | 13.4% | 11.3% | 4.0 | 13.6% | 0.0% | -23.3% | 0.5%
CCOc1cccc2sc(=NC(=O)c3ccc(S(=O)(=O)N4CCOCC4)cc3)n(C)c12 | 3.8% | -41.4% | 8.1 | 0.0% | 3.4% | 1.5% | 0.4 | -7.7% | -1.3% | -13.6% | -6.0%
CCC(CC)C(=O)c1c[nH]c(C(=O)N2CCN(c3ccccc3F)CC2)c1 | -3.2% | 0.1% | -14.3 | -0.6% | -5.3% | -2.1% | 1.2 | 3.8% | -1.2% | -7.8% | -3.6%
CC1CCCN(C(=O)C2CCN(S(=O)(=O)c3ccc4c(c3)CC(C)N4C(=O)C3CC3)CC2)C1 (stereo not given) | 3.4% | 2.4% | -21.9 | -4.7% | x | -2.5% | 2.4 | 6.4% | -0.8% | -12.1% | 1.1%
O=C(OCc1cc([N+](=O)[O-])cc2c1OCOC2)c1ccccn1 | 0.2% | u | 8.2 | -4.6% | -1.7% | -0.6% | 3.3 | u | 0.1% | 7.5% | -2.8%
CCn1c(COc2cccc(OC)c2)nnc1SCC(=O)Nc1ccccc1C(=O)OC | -0.9% | -10.4%[7.66 µM] | 1.0 | -4.9% | -2.5% | -0.5% | -0.5 | -2.6% | -0.2% | u | -5.5%
COc1ccc(CNc2ncc(-c3ccc(F)cc3)n2C)cc1OC | 0.4% | -69.7%[inhibitor] | -28.4 | -2.2% | 11.7% | 0.9% | -0.7 | u | -1.0% | u | 1.8%
COc1nc(Nc2ccc(C(C)C)cc2)nc(OC)n1 | -4.6% | -3.2% | -8.4 | -2.1% | -16.2% | 0.0% | -5.0 | 4.8% | 0.4% | 8.1% | -1.2%
CCCCCN(C(=O)CCC(=O)OCC(=O)N1CCC(C)CC1)c1c(N)n(CCCC)c(=O)[nH]c1=O | 4.4% | 13.6% | 3.0 | -3.2% | x | x | x | 0.8% | 2.8% | x | 4.2%
COc1ccc(NC(=S)Nc2ccc(C)c(S(=O)(=O)N3CCCCC3)c2)cc1 | x | x | x | x | 1.9% | 1.1% | 2.7 | 5.1% | -0.4% | u | 2.3%
COCCCNC(=O)/C(C#N)=C/c1c(N2CCN(c3ccc(OC)cc3)CC2)nc2c(C)cccn2c1=O | 227.3%[activator] | -6.7% | -6.2 | -1.2% | x | -2.1% | 1.8 | u | 0.2% | 28.2µM* | 17.2%
Cc1ccccc1C(=O)N1N=C(c2cccc(NS(C)(=O)=O)c2)CC1c1cccs1 (stereo not given) | -12.2% | -0.6% | -15.8 | -0.8% | x | -4.1% | 0.1 | -15.1% | -0.9% | 6.8% | -1.0%
Cc1cccc(-c2noc(CN(C)S(=O)(=O)c3cc(Cl)ccc3Cl)n2)c1 | -4.5% | 7.8%[7.66 µM] | -17.6 | -2.9% | -1.9% | -6.0% | 1.0 | u | -0.2% | 17.8% | -11.5%
Continuation:
SMILES | S-ASM inh | Integrin act MD | Giardia killer | PTAP TSG101 blk | PKM2 activator | GALK inh | FBPA coupling cs | Chronic BCR inh | B2AR arrestin | Menin MLL FP TR | Tb PFK inh
N#Cc1c(C(F)(F)F)cc(-c2ccc(Cl)cc2)nc1SCC(=O)O | 12.5% | 2.4% | -14.9 | -2.6% | 2.2% | 5.5% | 9.1 | u | -0.1% | 29.0% | 1.3%
O=C(OCC(=O)N1CCN(c2ccccc2)CC1)c1ccc(Cl)cc1[N+](=O)[O-] | -3.6% | -17.4% | -19.4 | -1.8% | x | x | x | -4.3% | -1.0% | x | -0.1%
CN(CC(=O)Nc1ccc(Cl)c(C(F)(F)F)c1)C(=O)C1CC(=O)N(CCc2ccccc2)C1 (stereo not given) | -3.1% | -27.2% | 15.0 | -0.2% | x | x | x | 0.3% | -0.4% | x | 12.2%
O=S(=O)(Nc1ccccn1)c1ccc(-n2cccn2)cc1 | 4.2% | 6.3% | -17.1 | 2.0% | x | 1.8% | 0.7 | 6.4% | 0.1% | 7.7% | 1.0%
COc1cccc(OC)c1C(=O)Nc1cc2c(cc1N1CCOCC1)n(C)c(=O)n2C | -1.1% | -24.3% | -5.3 | -4.0% | x | 0.1% | -0.7 | u | -0.3% | -7.6% | -0.5%
CCSc1nc2c(c(=O)[nH]1)C(c1cccs1)C(C(=O)OC)=C(C)N2 (stereo not given) | -1.9% | 11.0% | -5.2 | -5.2% | -2.0% | x | -0.5 | -2.9% | -0.9% | -7.9% | -4.5%
O=S(=O)(Nc1cccnc1)c1ccc(F)cc1 | 1.5% | -31.2% | -20.1 | -2.8% | 2.5% | -6.8% | 1.6 | 0.3% | -0.2% | u | 1.3%
O=C(COc1ccc2c(-c3ccccc3)cc(=O)oc2c1)N[C@H](Cc1c[nH]c2ccccc12)C(=O)O | 19.3% | 0.5% | 0.1 | -5.1% | 2.3% | x | 16.1 | u | -0.2% | -10.9% | 1.1%
COc1ccc(C2C(C(=O)c3ccco3)=C(O)C(=O)N2CC2CCCO2)cc1OC (stereo not given) | -1.3% | -26.6% | 0.2 | -17.4% | x | -3.0% | -3.6 | 4.4% | -0.7% | x | -0.1%
O=C(c1ccccc1)c1nccc2ccccc12 | 0.3% | 2.1% | 2.5 | 1.6% | -1.3% | -0.8% | 2.7 | u | -2.7% | 4.9% | -7.3%
CC(=O)Nc1ccc(N2N=C(C)C(N=Nc3ccccc3)C2=O)cc1 (stereo not given) | -19.0% | -6.3% | -6.2 | 1.1% | -1.9% | 1.0% | 1.3 | -0.1% | -2.1% | 2.0% | 2.8%
CCN1CCN(CCCNC(=O)CCCn2nc(C)c3sc4ccccc4c3c2=O)CC1 | 1.9% | -29.7% | -2.5 | -6.3% | x | -3.4% | -1.5 | 0.5% | -0.2% | -9.7% | -2.0%
O=C(/C=C/c1ccc([N+](=O)[O-])s1)N1CCN(c2ccccc2)CC1 | -2.9% | -26.2% | u | -6.2% | x | 3.5% | -4.0 | -12.1% | -0.2% | 3.0% | -2.2%

Some of the compounds tested, so the mix of outcomes need not match the whole.
